Source: PubChem (several laboratories)
MCL1 BIM primary: MCL1-BIM-BH3 interaction inhibition (human) | Q07820 | GST-MCL1 / FITC-Bim-BH3 fluorescence polarization | inhibition, % at 10.9 µM | 0.68% of 320,000 active;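 active means inhibition above the mean inhibition of all tested compounds plus 3 SD, set per campaign, cut at about 40% in these data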;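 further: 0% = DMSO wells and 100% = unlabeled Bim-BH3 peptide control; higher means more loss of mP so more displacement of Bim peptide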
VLA-4 inh: inhibition in a human VLA-4 binding assay. AID 2557. 0.2% of 330,000 active. P13612. inhibition, % (about 7 µM as worked out from the volumes in the protocol). VLA-4 expressing cells, ligand binding flow cytometry; in the data active means inhibition above about 50%
GRK2 aptamer HTS: human GRK2 inhibition via aptamer displacement. bead flow cytometry, FAM-aptamer displacement from GRK2. inhibition of aptamer binding, % at 10 µM. 0.59% of 330,000 active. AID 488847;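 active means inhibition of aptamer binding above 40%, roughly 3 SD of noise, on plates passing a quality check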;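 further: median bead fluorescence of bound FAM aptamer so fluorescent compounds give negative values; no value below 0 was filed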
PME-1 primary: blocks human protein phosphatase methylesterase 1. Q9Y570. inhibition, % at 5.9 µM. recombinant PME-1, FP-Rh probe fluorescence polarization. 0.53% of 320,000 active;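 active means inhibition above the campaign mean of all compounds plus 3 SD, cut at about 26% in these data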;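 further: competitive labeling of PME-1 active site by serine hydrolase directed probe; 0% = PME-1 with DMSO and 100% = wells lacking PME-1 enzyme; inhibitors block probe labeling so polarization falls and inhibition rises; many of its hits are not listed in these tables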
Target sequence (Q9Y570 whole entry, looked up): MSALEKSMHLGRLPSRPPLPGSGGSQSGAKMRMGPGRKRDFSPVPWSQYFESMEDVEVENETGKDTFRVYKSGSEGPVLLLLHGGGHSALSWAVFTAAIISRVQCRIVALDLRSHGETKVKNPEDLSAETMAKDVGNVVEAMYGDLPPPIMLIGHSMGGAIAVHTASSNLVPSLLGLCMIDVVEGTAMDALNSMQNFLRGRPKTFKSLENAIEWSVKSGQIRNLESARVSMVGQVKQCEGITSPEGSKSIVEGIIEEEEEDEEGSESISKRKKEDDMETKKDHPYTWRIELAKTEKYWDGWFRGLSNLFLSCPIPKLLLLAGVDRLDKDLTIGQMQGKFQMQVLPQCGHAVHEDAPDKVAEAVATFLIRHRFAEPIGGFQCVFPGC
Fam108B counter: blocks mouse Fam108B hydrolase in RBBP9 counter-screen; recombinant Fam108B, FP-Rh probe fluorescence polarization; inhibition, % at 9.51 µM; 0.33% of 300,000 active;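 active means inhibition above the screen mean inhibition plus 3 SD, computed separately per campaign, cut at about 18% in these data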;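 further: inhibitors lower polarization as less probe binds the enzyme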
GLD-1 RNA inh: GLD-1-TGE RNA interaction inhibition (C. elegans); Q17339; purified GLD-1 + fluorescein TGE RNA, fluorescence polarization; inhibition, % at 5.96 µM; 0.44% of 320,000 active; AID 2280;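 active means percent inhibition above a per-plate cutoff, the plate mean of test compounds plus 3 SD, cut at about 30% in these data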;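 further: 0% = DMSO wells with GLD-1 and probe and 100% = wells lacking GLD-1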
Target sequence (Q17339 whole entry, looked up): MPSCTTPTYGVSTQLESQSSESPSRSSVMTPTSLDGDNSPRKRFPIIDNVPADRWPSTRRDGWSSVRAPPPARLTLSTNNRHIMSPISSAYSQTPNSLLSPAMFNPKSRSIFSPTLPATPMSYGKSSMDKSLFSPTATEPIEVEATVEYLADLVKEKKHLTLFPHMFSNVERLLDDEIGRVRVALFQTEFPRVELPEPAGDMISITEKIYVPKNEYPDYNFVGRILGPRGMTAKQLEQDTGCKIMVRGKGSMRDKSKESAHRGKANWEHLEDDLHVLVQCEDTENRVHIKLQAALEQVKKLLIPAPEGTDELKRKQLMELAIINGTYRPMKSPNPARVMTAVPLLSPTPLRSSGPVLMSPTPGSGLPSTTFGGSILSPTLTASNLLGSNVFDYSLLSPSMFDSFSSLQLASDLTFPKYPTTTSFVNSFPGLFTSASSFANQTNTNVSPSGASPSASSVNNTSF
MEX-5 binding: C. elegans MEX-5 TCR-2 RNA binding activity; Q9XUB2; MEX-5/FITC-TCR2 RNA binding, fluorescence polarization; active compounds read low; AID 1832; 0.38% of 300,000 active; activity score (negative = inhibition of binding), % at 10 µM;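 active means inhibition past about -25% in most replicates, and total fluorescence under double the plate's negative control median, limit read from the data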;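 further: 0% = DMSO and -100% = 5 µM competing unlabeled TCR2 RNA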
Bcl-xL primary: blocks human Bcl-xL binding to Bim BH3 peptide; 0.7% of 320,000 active; Q07817; inhibition, % at 10.9 µM; GST-Bcl-xL / FITC-Bim BH3 peptide fluorescence polarization; AID 2129;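 active means inhibition above the mean of all tested compounds plus 3 SD, cutoff set per campaign, cut at about 30% in these data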;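 further: 0% = DMSO wells and 100% = unlabeled Bim-BH3 peptide competitor; inhibitors lower millipolarization by displacing the labeled peptide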
Efflux pump mplx: antifungal efflux pump inhibition, Nile Red retention; 0.44% of 330,000 active; AID 485275; inhibition, % at 10 µM; S. cerevisiae Candida pump triplex;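 active means plate passing quality check with inhibition over a set limit, or well fluorescence over plate mean plus 4 SD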;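 further: Nile Red retained in pooled yeast measured as flow cytometry median fluorescence; 0% = buffer negative control and 100% = Enniatin B positive control; higher means more Nile Red kept so more efflux inhibition; some compounds called inactive have numbers as strong as hits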
Numbers without * were called inactive; · = no result given.

SMILES	MCL1 BIM primary	VLA-4 inh	GRK2 aptamer HTS	PME-1 primary	Fam108B counter	GLD-1 RNA inh	MEX-5 binding	Bcl-xL primary	Efflux pump mplx
O=C(N/N=C/c1ccc(Cl)cc1)C(=O)N1CCCCCC1	3	18	7	-1	-4	11	-3.5	1	-0.1
Cc1ccc(C)c(NC(=O)c2nnn(Cc3ccccc3)c2N)c1	1	-4	0	0	0	6	-4.0	4	0.0
CCC(NC(=S)NCc1ccc(F)cc1)c1ccc(C)cc1 (stereo unspecified)	8	4	0	1	-1	2	3.2	7	0.1
O=C(Nc1nc2ccc(S(=O)(=O)N3CCCC3)cc2s1)c1ccccn1	8	9	0	0	-4	3	-1.5	3	0.0
Cc1cccc(-n2c(N)c(C(=O)N3CCN(C)CC3)sc2=S)c1	7	2	0	-8	0	3	2.2	5	-0.2
CN(CC(=O)Nc1ccc(Cl)cc1)C(=O)CCc1ccccc1	2	2	2	-4	-1	-6	-1.1	5	-0.1
CCCC(=O)N1CC2(C)CN(C(=O)CCC)CC(CCC)(C1)C2=O	4	14	0	-11	-6	5	1.2	5	0.2
COc1cc(/C=N/NC(N)=S)ccc1OCc1ccc(C)cc1	12	2	3	2	3	10	-5.6	-1	-0.3
CC1=NN(c2ccccc2)C(=O)C1C(=O)C(=O)Nc1ccc(F)cc1 (stereo unspecified)	-3	9	1	3	6	4	0.3	7	0.2
O=C(c1ccccc1)N1N=C(c2ccccc2O)CC1c1ccc(Br)cc1 (stereo unspecified)	4	-24	0	-4	3	-6	1.2	5	-0.3
O=C(c1cc2cc(F)ccc2[nH]1)N1CCN(c2cccc(Cl)c2)CC1	5	1	17	-2	1	0	2.2	2	-0.1
O=C(c1ccc(OC2CCN(C/C=C/c3ccccc3)CC2)cc1)N1CCCCC1	12	28	0	1	-5	1	-0.1	5	0.0
O=C(Nc1nc(-c2ccccc2)cs1)c1cccc([N+](=O)[O-])c1	4	21	1	12	6	3	-2.4	6	-0.2
O=C(NCC1CCCO1)/C(=C\c1ccc(Cl)cc1)NC(=O)c1ccccc1 (stereo unspecified)	-2	-10	0	2	1	-2	0.6	-1	0.3
Cc1ccc(Cn2c(SCCN3CCCCC3)nc3c2c(=O)[nH]c(=O)n3C)cc1	8	-13	0	-8	3	7	1.3	7	-0.2
Cc1cccc(Nc2nn3c(=O)c4ccccc4nc3s2)c1	-1	-11	0	19	-3	6	0.5	1	0.1
Cn1c2ccccc2c(=O)c2ccc(-c3ccc4c(c3)OCO4)cc21	10	-6	0	-20	-12	6	0.5	9	-0.1
CCOc1ccc(S(=O)(=O)NCCC(=O)N(C)CC(=O)Nc2ccc(OC)cc2)cc1	3	7	0	-5	0	2	-0.8	2	-2.4
CCC(=O)N1CCc2cc(S(=O)(=O)CCC(=O)NCCc3ccc(S(N)(=O)=O)cc3)ccc21	2	15	6	-1	1	2	-0.6	2	0.0
COc1ccc(Cl)cc1-c1nc(SCC(=O)N(C)CCC#N)n[nH]1	6	-5	0	-4	-2	-4	1.9	3	-0.1
FC(F)Oc1ccccc1NC(=S)NCCc1ccccc1	10	-6	0	4	-1	-2	-2.6	12	0.2
Cc1ccccc1CNC(=O)CN(c1cccc([N+](=O)[O-])c1)S(C)(=O)=O	-5	-9	0	-4	-4	-4	-0.2	3	0.1
CCN(CC)CC(=O)NCC1(c2ccccc2)CCCC1	-5	17	5	1	0	0	2.7	-1	0.0
CCOC(=O)N1CCc2c(sc(NC(=O)CN3CCN(C)CC3)c2C(=O)Nc2ccccc2)C1	-4	-3	0	-4	2	-5	-1.2	1	-0.1
Cc1ccc(CNC(=O)CN(c2ccc(C(C)C)cc2)S(=O)(=O)c2c(C)noc2C)cc1	5	5	3	3	4	5	0.5	5	-0.2
Nc1nc2ccccc2cc1S(=O)(=O)c1ccccc1	-2	8	0	-1	-2	7	-3.0	1	-0.1
COc1cc(OC)cc(C(=O)Nc2cc(-c3cn4cccnc4n3)ccc2C)c1	-3	-3	1	-5	2	-7	1.1	4	-0.1
COc1ccccc1CNC(=S)Nc1ccc(S(N)(=O)=O)cc1	-1	-1	0	-5	2	1	1.6	-2	-0.1
CS(=O)(=O)N1CCC(Oc2ccccc2C(=O)NC2CCCCCC2)CC1	13	2	3	-3	1	10	-0.3	7	0.0
COc1cc(/C=N/Nc2ccc(Cl)c(C(=O)O)c2)ccc1OC(=O)c1ccc(F)cc1	-9	0	0	3	9	3	0.4	3	-0.1
O=c1c2ccccc2c(C=NCc2ccccn2)c(O)n1-c1ccccc1Cl	12	-8	0	1	-5	-8	-0.2	5	-0.2
O=C1CC(Cc2ccc(Cl)cc2)C(=O)N1c1ccncc1 (stereo unspecified)	8	17	0	7	1	2	-0.8	0	0.0
O=C(CCc1ccccc1)Nc1cc(NC(=O)CCc2ccccc2)cc(C(=O)O)c1	5	-17	0	-3	1	2	0.6	8	0.1
O=C1CC(SC(=NCc2ccc3c(c2)OCO3)Nc2ccccc2)C(=O)N1 (stereo unspecified)	7	9	1	-5	1	4	1.4	2	0.0
CCCn1c(N)c(C(=O)CSc2nnnn2-c2ccc(O)cc2)c(=O)n(C)c1=O	-8	-12	0	-5	0	-4	1.2	-4	-0.1
C=C(C)CSc1nnc(-c2ccc(C)cc2)n1N	0	-16	0	-4	0	6	-0.1	1	-0.4
Cc1cc(C)cc(NC(=O)C2CCN(C(=O)c3cccs3)CC2)c1	-3	0	2	1	-3	9	-0.8	1	0.2
CCC(=O)N1CCc2cc(S(=O)(=O)CCC(=O)Nc3ccc(F)c(F)c3)ccc21	2	0	0	0	2	2	0.1	0	0.0
CCC(c1nc2ccccc2c(=O)n1CCCn1ccnc1)N1C(=O)c2ccccc2C1=O (stereo unspecified)	-1	8	0	2	2	8	-1.5	2	0.1
COc1cccc(CN2CCNC(=O)C2CC(=O)N(C)CCC2CCOCC2)c1OC (stereo unspecified)	16	-1	0	1	13	13	-2.5	16	-0.1
CCC(C)NC(=O)CSc1nc(-c2cccs2)cc(C(F)(F)F)n1 (stereo unspecified)	5	-4	2	3	6	-1	0.9	1	0.0
Cc1ccc(S(=O)(=O)c2cc3cc(Br)ccc3oc2=O)cc1	0	19	0	-6	-2	7	1.2	1	0.1
CC(C)NC(=O)Nc1ccc2c(c1)C(=O)N([C@H](C)CO)C[C@H](C)[C@@H](CN(C)S(=O)(=O)c1ccc(F)cc1)O2	·	13	7	·	·	3	·	·	0.3
Cc1ccnc(NC(=O)COC(=O)C2COc3ccccc3O2)n1 (stereo unspecified)	2	8	0	9	-2	5	-1.0	2	0.2
CC[C@@H]1C=C(C(=O)O)[C@H](c2ccc3c(c2)OCO3)N1S(=O)(=O)c1ccc(C)cc1	·	48	1	·	·	2	·	·	-0.5
Cc1c(CN2CC[C@@H](N3CCN(c4ccccn4)CC3)[C@H](O)C2)[nH]c2ccc(F)cc12	2	17	0	5	2	1	-2.2	3	-0.1
O=C(NCC1CCCN1S(=O)(=O)c1cccs1)c1ccccc1F (stereo unspecified)	7	0	0	2	1	6	5.3	8	-0.2

Entries of single compounds, quoted from the list. Order of values: MCL1 BIM primary | VLA-4 inh | GRK2 aptamer HTS | PME-1 primary | Fam108B counter | GLD-1 RNA inh | MEX-5 binding | Bcl-xL primary | Efflux pump mplx
Cc1ccc(S(=O)(=O)c2cc3cc(Br)ccc3oc2=O)cc1 is listed with 0 | 19 | 0 | -6 | -2 | 7 | 1.2 | 1 | 0.1
CC[C@@H]1C=C(C(=O)O)[C@H](c2ccc3c(c2)OCO3)N1S(=O)(=O)c1ccc(C)cc1 is listed with · | 48 | 1 | · | · | 2 | · | · | -0.5
CCC(C)NC(=O)CSc1nc(-c2cccs2)cc(C(F)(F)F)n1 (stereo unspecified) is listed with 5 | -4 | 2 | 3 | 6 | -1 | 0.9 | 1 | 0.0

Ordered by SMILES length (ascending): some entries from above
SMILES	MCL1 BIM primary	VLA-4 inh	GRK2 aptamer HTS	PME-1 primary	Fam108B counter	GLD-1 RNA inh	MEX-5 binding	Bcl-xL primary	Efflux pump mplx
C=C(C)CSc1nnc(-c2ccc(C)cc2)n1N	0	-16	0	-4	0	6	-0.1	1	-0.4
Cc1ccnc(NC(=O)COC(=O)C2COc3ccccc3O2)n1 (stereo unspecified)	2	8	0	9	-2	5	-1.0	2	0.2
O=C(NCC1CCCN1S(=O)(=O)c1cccs1)c1ccccc1F (stereo unspecified)	7	0	0	2	1	6	5.3	8	-0.2
Cc1ccc(S(=O)(=O)c2cc3cc(Br)ccc3oc2=O)cc1	0	19	0	-6	-2	7	1.2	1	0.1
CCC(C)NC(=O)CSc1nc(-c2cccs2)cc(C(F)(F)F)n1 (stereo unspecified)	5	-4	2	3	6	-1	0.9	1	0.0
CC1=NN(c2ccccc2)C(=O)C1C(=O)C(=O)Nc1ccc(F)cc1 (stereo unspecified)	-3	9	1	3	6	4	0.3	7	0.2
O=C1CC(SC(=NCc2ccc3c(c2)OCO3)Nc2ccccc2)C(=O)N1 (stereo unspecified)	7	9	1	-5	1	4	1.4	2	0.0
CCCn1c(N)c(C(=O)CSc2nnnn2-c2ccc(O)cc2)c(=O)n(C)c1=O	-8	-12	0	-5	0	-4	1.2	-4	-0.1
Cc1ccccc1CNC(=O)CN(c1cccc([N+](=O)[O-])c1)S(C)(=O)=O	-5	-9	0	-4	-4	-4	-0.2	3	0.1
CCC(=O)N1CCc2cc(S(=O)(=O)CCC(=O)Nc3ccc(F)c(F)c3)ccc21	2	0	0	0	2	2	0.1	0	0.0
COc1cc(/C=N/Nc2ccc(Cl)c(C(=O)O)c2)ccc1OC(=O)c1ccc(F)cc1	-9	0	0	3	9	3	0.4	3	-0.1
Cc1c(CN2CC[C@@H](N3CCN(c4ccccn4)CC3)[C@H](O)C2)[nH]c2ccc(F)cc12	2	17	0	5	2	1	-2.2	3	-0.1

This is a subset (hit frequency here may not be typical).
